KAT2A inh: qHTS Assay for Inhibitors of GCN5L2; 390,000 compounds, 0.21% hits; AID 504327, 2011; Histone acetyltransferase KAT2A (Homo sapiens), Q92830; Potency, µM (doses to about 58.9 µM), for the others: top-dose activity change, negative = inhibition, actives largely listed as inhibitors; GCN5L2 HAT assay, ThioGlo1 CoA-SH fluorescence
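ThioGlo1-coupled HAT assay: 20nM GCN5L2, 70uM acetyl-CoA, 75uM H3(1-25) peptide, pH 7.5. Fluorescence read at 340/540nm at start and after 20 min at room temperature.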
N370S GC: qHTS Assay for Inhibitors and Activators of N370S glucocerebrosidase as a Potential Chaperone Treatment of Gaucher Disease | Potency, µM (titrated, usually from 59.4 µM), for inactives: at the top dose activity change, negative = inhibition, most hits filed as inhibitors | 330,000 compounds, 0.092% hits | Lysosomal acid glucosylceramidase (Homo sapiens), P04062 | N370S GC spleen homogenate, 4MU-glucoside fluorescence | AID 2101, 2009;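 also: 0% = full enzyme activity and -100% = no enzyme basal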
FEN1 inhibitor: qHTS Assay for the Inhibitors of Human Flap endonuclease 1 (FEN1); P39748; Recombinant FEN1 flap cleavage, fluorescence, 15 min; Potency, µM (highest dose often 114 µM), for inactives: at the top dose activity change, negative = inhibition, most hits filed as inhibitors; 390,000 compounds, 0.35% hits; also: nearly all actives have a fitted effect of over 65% in size
Target sequence (P39748 whole entry, looked up): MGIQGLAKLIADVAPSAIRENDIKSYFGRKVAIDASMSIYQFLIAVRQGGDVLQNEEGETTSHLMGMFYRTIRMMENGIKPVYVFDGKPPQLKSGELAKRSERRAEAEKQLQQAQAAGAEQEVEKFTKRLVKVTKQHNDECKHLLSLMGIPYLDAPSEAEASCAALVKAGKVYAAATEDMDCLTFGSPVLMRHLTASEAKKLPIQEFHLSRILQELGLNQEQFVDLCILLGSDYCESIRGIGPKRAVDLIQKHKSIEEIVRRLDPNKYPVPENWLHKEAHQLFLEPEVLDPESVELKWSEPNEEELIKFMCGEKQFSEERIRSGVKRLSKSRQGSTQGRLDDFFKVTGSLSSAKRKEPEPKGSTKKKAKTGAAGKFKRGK
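Quantitative HTS format: each compound was titrated, incubated with 10 nM nuclease for 15 min at room temperature, then challenged with flap substrate at 50 nM final. Signal change over 15 min gave concentration–effect curves.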
The depositor's hits bear a star; ? = inconclusive; nt = no result given; & = joins results of further samples. Calls follow the shape of the dose curve; as a rule, active = well fitted curve in the direction sought with a large enough effect; inconclusive = small, poorly fitted or top-dose-only effect, or another doubt; inactive = no such curve, though single readings can be large; an effect the other way counts as inactive or inconclusive. Unless noted, % is scaled to controls: 0 for no effect and ±100 for the full control effect; potency is read from the fitted curve at half-maximal effect.

SMILES | KAT2A inh | N370S GC | FEN1 inhibitor
O=C(NNC(=O)C1CCCO1)c1ccc(Cl)cc1 (stereo not given) | -7% | 2% | 4%
O=C(CN1C(=O)CCC1=O)c1ccc(-c2ccccc2)cc1 | 0% | 8% | -4%
COc1ccc(-n2c(SCc3ccc(C#N)cc3)nnc2-c2ccccn2)cc1 | 3% | 0% | -4%
COc1ccc(NC(=O)COc2ccccc2F)cc1S(=O)(=O)N1CCCCC1 | 0% | 4% | -7%
O=C(Cn1cc2c(n1)CCCCC2)Nc1c(F)cc(F)cc1Br | -22% | 10% | -2%
CCOc1ccc(-n2ccnc2SCC(=O)Nc2cccc3ccccc23)cc1 | -8% | nt | -20%
O=C(CSc1nnc(-c2c[nH]c3ccccc23)n1-c1ccc(F)cc1)NCc1ccco1 | -4% | -3% | 11%
CCOc1ccccc1NC(=O)c1ccc(Cl)c(NC(=O)CC(c2ccccc2)c2ccccc2)c1 | -5% | 4% | 6%
COc1ccc(CN2CCOCC2)cc1Br | 0% | -10% | 3%
CN(C)/C=C/C(=O)c1cccc(Oc2ncccn2)c1 | -8% | -8% | 5%
CCOC(=O)c1c(NC(=O)c2nn(CC)cc2Br)sc(C)c1C | -5% | 14% | 0%
COCCNC(=O)C(c1cccs1)N(CCc1ccccc1)C(=O)Cn1nnc2ccccc21 (stereo not given) | -18% | 19% | -2%
Cc1ccc(C)c(OCCCN2CCc3ccccc3C2)c1 | 1% | -8% | -4%
O=[N+]([O-])c1ccc(-c2ccc(/C=N/n3cnnc3)o2)c(Br)c1 | -16% | 1% | ?
CC(Oc1ccc(Cl)cc1Cl)c1nc(-c2ccc(NC(=O)c3ccncc3)cc2)no1 (stereo not given) | -11% | 11% | -9%
C/C(=N/OC(=O)c1c(-c2c(Cl)cccc2Cl)noc1C)c1cnccn1 | 0% | -2% | 16%
CSCC[C@H](NC(=O)C1CCN(C(=O)[C@@H](N)Cc2ccccc2)CC1)C(=O)O | -3% | -5% | -5%
CCOC(=O)c1ccc(NC(=O)N2CCCCC2)cc1 | -12% | 2% | -3%
CCC(CC)C(=O)NCCNC(=O)C(CC)CC | -1% | 2% | -2%
CCn1c(SCC(=O)N/N=C/C=C/c2ccco2)nnc1-c1ccccc1 | -12% | -4% | -3%
CNS(=O)(=O)c1cccc(C(=O)OCC(=O)NC2CCCC2)c1 | -14% | -12% | 18%
Cc1ccc(S(=O)(=O)N2[C@@H](c3ccc(C#N)cc3)C(C(=O)O)=C[C@H]2CC2CCCC2)cc1 | -9% | nt | 2%
Clc1cccc(Cl)c1CON/C=N/c1ncnc2sccc12 | -6% | 0% | -18%
Cc1ccc(NC(=O)NCCOCCn2c(=O)oc3ccccc32)cc1C | 1% | nt | 17%
CN1C(=O)CCC1c1cccnc1 (stereo not given) | 3%&-19% | 6%&16%&3%&-5% | nt

Next part:
SMILES | KAT2A inh | N370S GC | FEN1 inhibitor
COc1cc(/C=C/C(=O)Nc2nc3ccc(S(=O)(=O)N(C)C)cc3s2)cc(OC)c1OC | -7% | 1% | 0%
CN(Cc1ccccc1)C(=O)[C@@H]1CCCN1S(=O)(=O)c1ccc(Cl)cc1 | -4% | -6% | 0%
C[C@]12CCC(O)CC1CCC1C2CC[C@]2(C)C(c3cc(C(F)(F)F)n[nH]3)CCC12 (stereo not given in full) | -1% | -3% | 12%
N#Cc1c(N2C(=O)C3C4C=CC(C4)C3C2=O)sc2c1CCC2 (stereo not given) | 1% | 7% | 1%
CC(OC(=O)c1ccc(S(=O)(=O)N(C)c2ccccc2)cc1)C(=O)NCCC1=CCCCC1 (stereo not given) | -9% | 1% | -6%
O=C1NN(c2ccc(Cl)cc2)C(=O)/C1=C\c1ccc(-c2cccc(C(=O)O)c2)o1 | -27% | -5% | 50µM*
COc1ccc([N+](=O)[O-])cc1NC(=O)C(C)OC(=O)CN1C(=O)C2CC=CCC2C1=O (stereo not given) | -18% | -1% | -3%
CCCSCCCNC(=O)c1ccccc1NC(=O)C1=CSCCO1 | ? | -4% | -3%
CCOC(=O)C(NC(C)=O)C(=O)Nc1ccc(C(C)C)cc1 (stereo not given) | -4% | -22% | 1%
Cc1cc(C(=O)N2CCN(S(C)(=O)=O)CC2)cs1 | 3% | -16% | 1%
Cc1ccc(COc2ccsc2C(=O)NNC(N)=S)cc1 | -3% | -13% | 0%
COc1cc(C(=O)NCC2CCCO2)cc(OC)c1OC (stereo not given) | -7% | -1% | 6%
CC1=Nn2c(nnc2-c2ccc(F)cc2)SC1 | 0% | 2% | -18%
O=C(C1CCN(S(=O)(=O)c2cnc[nH]2)CC1)N1CCN(Cc2ccc3c(c2)OCO3)CC1 | -7% | 4% | -11%
COc1cccc(CNC(=O)CCCN2C(=O)CSc3c2c(C)nn3-c2ccccc2)c1 | -2% | nt | 11%
CC(Sc1nnnn1C)C(=O)NC(=O)NC1CCCCC1 (stereo not given) | -13% | 3% | 1%
COc1ccc(CNC(=O)C(=O)NCC(c2ccco2)S(=O)(=O)c2ccc(Cl)cc2)cc1 (stereo not given) | 0% | nt | 1%
CCOc1ccc(CCNC(=O)CCc2nnc3ccc(N4CCCCC4)nn23)cc1OCC | ? | -1% | -4%
CN(C)CC1(c2ccccc2)CCCC1 | 4% | 9% | -6%
Cc1nc(NCc2ccccc2)sc1C(=O)Nc1ccccc1 | 1% | 0% | -5%
COc1ccc(NC(=O)c2nc[nH]c2C(=O)Nc2ccccc2C)cc1 | 2% | 3% | 10%
CCCNc1nc(NCC)nc(OC)n1 | -1% | 8% | -10%
CCC(CC)NC(=O)COC(=O)c1ccc(OCC(=O)Nc2ccccc2OC)c(OC)c1 | 0% | -4% | -5%
CCN(CC)c1nc2c(c(=O)n(C)c(=O)n2C)n1CCCc1ccccc1 | -1% | ? | 1%
Cc1ccc(NC(=O)Cn2c(=O)n(CCCCC(=O)NCCc3ccc(Cl)cc3)c(=O)c3ccccc32)cc1 | -2% | nt | -2%

Six records drawn at random from those above:
SMILES | KAT2A inh | N370S GC | FEN1 inhibitor
O=C1NN(c2ccc(Cl)cc2)C(=O)/C1=C\c1ccc(-c2cccc(C(=O)O)c2)o1 | -27% | -5% | 50µM*
CC1=Nn2c(nnc2-c2ccc(F)cc2)SC1 | 0% | 2% | -18%
N#Cc1c(N2C(=O)C3C4C=CC(C4)C3C2=O)sc2c1CCC2 (stereo not given) | 1% | 7% | 1%
CC(Sc1nnnn1C)C(=O)NC(=O)NC1CCCCC1 (stereo not given) | -13% | 3% | 1%
Cc1ccc(COc2ccsc2C(=O)NNC(N)=S)cc1 | -3% | -13% | 0%
Cc1ccc(NC(=O)Cn2c(=O)n(CCCCC(=O)NCCc3ccc(Cl)cc3)c(=O)c3ccccc32)cc1 | -2% | nt | -2%

More structures:
SMILES | KAT2A inh | N370S GC | FEN1 inhibitor
O=C(NC(=O)c1ccccc1)OCC1CCCN2CCCCC12 (stereo not given) | 2% | -1% | -4%
O=C(NCCCN1CCCC1=O)c1csc2ccccc12 | -11% | 4% | 0%
COCCNc1nc2nonc2nc1N1C[C@H]2CC[C@H]1C2 | -3% | -6% | -1%
COCCn1c(=NC(=O)CCS(=O)(=O)c2ccccc2)sc2cc(C(=O)OC)ccc21 | -19% | -2% | 20%
COc1cccc(NC(=O)CSc2nnc(CN3CCOCC3)n2C)c1 | -1% | -16% | 9%
COc1ccc(C(C(=O)NC(C)(C)C)N(Cc2cccs2)C(=O)CCC(=O)Nc2cc(C)on2)cc1 (stereo not given) | -2% | 6% | -11%
COc1ccnc(-n2cccc2/C=N/O)c1C#N | -3% | -12% | -13%
COc1cc(C(=O)NCCc2c[nH]c3ccccc23)ccc1OCc1c(C)noc1C | -13% | -15% | 13%
Cc1c(CC(=O)N2CCN(C(=O)C3COc4ccccc4O3)CC2)c(=O)oc2c(O)c(O)ccc12 (stereo not given) | -23% | -14% | ?
CCOC(=O)N1CCN(c2nc3ccccc3nc2C(C#N)C(=O)NCCc2ccccc2)CC1 (stereo not given) | -5% | 5% | -2%
CC1Cc2ccccc2N1Cc1cc(=O)n2ccsc2n1 (stereo not given) | -10% | 10% | 8%
CC1CCN(S(=O)(=O)c2ccc(N/N=C(/C#N)C(N)=O)cc2)CC1 | 1% | -11% | -7%
CCCCN(CC)C(=O)CCNS(=O)(=O)c1ccc2c(c1)c(=O)n(C)c(=O)n2C | 2% | nt | -5%
CC(=O)c1ccc2noc(-c3ccc(Cl)cc3)c2c1 | -7% | -22% | -6%
CCOC(=O)C1Cc2ccccc2CN1 (stereo not given) | -8% | 7% | 8%
Fc1ccc(-c2cc(C(F)(F)F)nc(NCc3cccs3)n2)cc1 | -6% | 18% | -11%
O=C(NCCc1ccccc1)c1cc(Sc2ccc(F)cc2F)nc2ccccc12 | -1% | nt | 0%
COc1ccc(CCNC(=O)C(=O)N2CCCCC2)cc1OC | -3% | 0% | 3%
Cc1oc2ncn(C)c(=O)c2c1C(=O)NCCCN1CCCCC1C (stereo not given) | -17% | nt | -6%
O=[N+]([O-])c1cc(C(F)(F)F)cc([N+](=O)[O-])c1NCCCNc1ccc([N+](=O)[O-])c2cccnc12 | -7% | 21% | -9%
S=C(Nc1ccc(Cl)c(Cl)c1)NN1CCOCC1 | -12% | -8% | 2%
CCCn1c(NCc2ccco2)nc2c1c(=O)n(C)c(=O)n2C | -9% | 11% | 3%
Cc1ccc(-c2nc(P(=O)(c3ccccc3)c3ccccc3)c(N3CCOCC3)o2)cc1 | -12% | 6% | 8%
O=[N+]([O-])c1ccc(CSc2ccc(S(=O)(=O)N3CCCCC3)cn2)cc1 | -5% | nt | 7%
N/C(Cn1cncn1)=N\NC(=O)C(=O)Nc1ccc(Cl)cc1Cl | -5% | -3% | -9%

Part of the list above, with two lines to a compound:
The line under a structure holds: KAT2A inh	N370S GC	FEN1 inhibitor
- O=C(NC(=O)c1ccccc1)OCC1CCCN2CCCCC12 (stereo not given)
→ 2%	-1%	-4%
- O=C(NCCCN1CCCC1=O)c1csc2ccccc12
→ -11%	4%	0%
- COCCNc1nc2nonc2nc1N1C[C@H]2CC[C@H]1C2
→ -3%	-6%	-1%
- COCCn1c(=NC(=O)CCS(=O)(=O)c2ccccc2)sc2cc(C(=O)OC)ccc21
→ -19%	-2%	20%

Continued.
SMILES | KAT2A inh | N370S GC | FEN1 inhibitor
CCCCn1nc(NC(=O)c2cccs2)c2cc3cc(OC)ccc3nc21 | -30% | 2% | -19%
COc1ccc2[nH]c(C(=O)NCCc3ccccc3)cc2c1 | -16% | 0% | 0%
COc1cccc(NC(=O)c2c(C)nn(-c3ccccc3)c2Cl)c1 | ? | -1% | -3%
Cc1noc(C)c1S(=O)(=O)N(CC(=O)NCCc1ccccc1)c1ccc(C(C)C)cc1 | -2%&0% | 7% | 0%&18%
CCOc1ccc(Nc2nc(N(C)c3ccccc3)nc(N)c2[N+](=O)[O-])cc1 | -8% | 0% | 2%
Cc1ccccc1-n1ncc2c1CC(C)(C)CC2NC(=O)c1ccncc1 (stereo not given) | -15% | -6% | 10%
CCN(CC)C(=O)c1ccc(C(=O)Nc2ccc(F)cc2)cc1 | -4% | -13% | 4%
CCOc1nc(Nc2ccc(OC)c(Cl)c2)nc(OCC)n1 | 0% | 0% | 9%
CC(=O)c1c(C)oc(C)c1CSCc1ccc(C(=O)O)o1 | 1% | 0% | -17%
COc1ccccc1CCC(=O)OCC(=O)Nc1cccc(S(=O)(=O)N2CCCCC2)c1 | -12% | -11% | -9%
COc1ccc(NC(=O)CC2Nc3cc(C)c(C)cc3NC2=O)c([N+](=O)[O-])c1 (stereo not given) | -12% | 4% | 15%
CCN(CC)C(=O)COc1ccc2oc(-c3ccco3)cc(=O)c2c1 | -20% | 15% | -7%
Cc1cccc(NC(=O)CCc2c(C)nn(-c3ccc(N4CCCCC4)nn3)c2C)c1 | -6% | -5% | 7%
Cc1c(C(=O)NCC2CCCO2)oc2ccc(Br)cc12 (stereo not given) | -7% | -10% | -5%
CC(C)(C)n1nc2c(c1NC(=O)c1c(F)cccc1F)CS(=O)(=O)C2 | -8% | 1% | -5%
CCN(CC(=O)NCc1cccs1)C(=O)c1ccc(S(=O)(=O)Nc2ccccc2OC)cc1 | -17% | -11% | 3%
CCN(CC)CC(=O)c1c[nH]c2ccc(C)cc12 | -8% | 7% | -4%
Cc1ccccc1Nc1nc(N)nc(COC(=O)[C@@H](NC(=O)c2ccccc2Cl)C(C)C)n1 | 2% | 0% | 3%
Cc1cc(C)cc(-n2c(SCC(=O)N3CCCCC3)nc3c([nH]c4ccccc43)c2=O)c1 | -2% | nt | -1%
Cc1ccccc1OCC(O)Cn1c(NCc2ccco2)nc2c1c(=O)[nH]c(=O)n2C (stereo not given) | -7% | 24% | -5%
Cc1ccccc1OCCC(=O)NNC(=O)COc1cccc(F)c1 | -6% | nt | 2%
COc1cccc(CNC(=O)C(=O)NCCc2ccc(OC)c(OC)c2)c1 | -1% | 0% | -1%

Some of the compounds tested. The share of hits here may be higher or lower than overall.
